Screening results: PubChem, several laboratories
b-catenin transl: modulators of beta-catenin nuclear translocation, primary screen, imaging, HeLa cells, immunofluorescence, high-content. AID 1665, 2009. nuclear translocation activity, % at 5 µM. 190,000 tested, 0.3% active;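 active means nuclear translocation activity above 50% at 5 µM, with a well cell count of 50 or more; inconclusive means wells under 50 cells across six images, flagged as toxic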;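 further: per-cell ratio of nuclear to cytoplasmic median beta-catenin stain intensity; plate controls were DMSO negative control for no effect and GSK-3 inhibitor IX positive control for full effect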
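Test system: human HeLa cell line; Doses: 5 µM primary, 0.02–20 µM confirmation; Incubation: 24 h compound exposure, 37°C; Detection: beta-catenin immunofluorescence imaging with DAPI; Read-out: beta-catenin nuclear/cytoplasmic ratio, % activation.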
MT stabilizer: microtubule stabilizers in HeLa cells, primary screen, imaging, high-content imaging. AID 2205, 2009. HeLa tubulin immunostaining HCS, 24 h; share of cells brighter than vehicle mean+2SD. 200,000 tested, 0.83% active. % tubulin-high responders, % at 10 µM;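 active means plate Z-score above 3 for both tubulin-high and condensed-nucleus cell shares, with cell loss under 80%, at 10 µM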;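 further: anti alpha tubulin signal scored within the nucleus-defined area of each cell; some results filed as inactive read as strong as hits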
WT yeast gro inh: growth inhibition of WT strain, primary screen, mitochondrial fusion inhibitor project, WT and mutant strains, chemical genetic; mitochondrial fusion phenotypic screen; inhibition, % at 10 µM; 190,000 tested, 2.1% active; AID 1362, 2008; in the data active means inhibition above about 58%; tested in S. cerevisiae
Autophagy HCS: autophagy modulators in MEF cells, primary screen, imaging, high-content, MEF GFP-LC3 | MEF GFP-LC3 puncta imaging; test concentration mostly 10 µM | calls only at 10 µM (by protocol) | 190,000 tested, 0.98% active | AID 463193, 2010;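 active means percentage of spot-positive cells more than 3 SD above its plate mean, without a fluorescence outlier flag or 80% toxicity; inconclusive means no clear call, values can overlap the other calls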;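 further: spot-positive cell cutoff set from DMSO-treated cells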
Myeloid diff MLP: induction of myeloid progenitor differentiation, primary screen, cell-based, flow cytometry, MLPCN library; AID 624256, 2012; 360,000 tested, 1% active; ER-HoxA9 myeloid progenitors, lysozyme-GFP differentiation; calls only at 10 µM;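 active means normalized GFP-positive differentiation at or above the plate's own cutoff, the solvent-only control mean plus 3 SD; inconclusive means no clear call, values can overlap the other calls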;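 further: cells exposed to compound for four days before flow analysis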
West Nile antiviral: West Nile virus antiviral activity, cell-based, CPE readout (AID 1621); West Nile virus-infected cells, CPE inhibition; higher % means a stronger effect; CPE inhibition, % at 10 µM; hits with a dose series show IC50 in µM; 290,000 tested, 0.02% active; in the data active means a potency from the dose series; inconclusive means CPE inhibition mostly from about 3.7% at the one dose, without a potency; inactive means the rest, 99 in 100 with CPE inhibition below about 2.2%; further: strong numbers were not always called active
Ins promoter up: insulin promoter activators in MIN6 cells, imaging, high-content screening, mouse beta cells | MIN6 insulin promoter-GFP reporter; hits give high values | z-score at 5 µM | 190,000 tested, 0.3% active;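 active means z-score above 3 at 5 µM with at least 500 cells counted in the well; inconclusive means wells under 500 cells, flagged as cytotoxic or low count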
T cell HTS: modulators of CD8 T cell-vesicle binding, primary screen, mouse 2C CD8+ T cells, flow cytometry; 2C CD8+ T cell-vesicle binding; hits give low values; calls only at 7 µM; 330,000 tested, 0.068% active;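 active means response, share of CD8 T cells binding vesicles, and their 90th percentile fluorescence all below set limits, cut at about 80% in these data, passing the limit was not always enough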
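System: murine 2C transgenic CD8+ T lymphocytes; also added: QL9-loaded Drosophila micro-vesicles; times: binding 1.5 h at 37 °C; measured by: flow cytometry, PE anti-B7-1 (FL2) versus Alexa647 anti-CD8 (FL8), PFA-fixed; control set: Peptide-free naked vesicles (low) and QL9 vesicles with 0.7% DMSO vehicle (high)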
Lipid droplet: inhibitors of hepatocyte lipid droplet formation, primary screen, imaging, high-throughput imaging, BODIPY stain. AID 1656, 2009. AML12 mouse hepatocytes, oleate lipid droplets. inhibition, % at 6.5 µM. 240,000 tested, 0.4% active;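 active means lipid droplet intensity inhibited by at least 50%, with more than 500 cells counted; inconclusive means wells with under 300 cells, treated as cytotoxic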
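Test system: AML12 mouse liver cells; schedule: overnight exposure; technique: high-content imaging of BODIPY-stained droplets and DAPI nuclei; read-out: % inhibition of corrected integrated BODIPY droplet signal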
WT yeast gro inh mutant strain: further read-out of WT yeast gro inh, marked with its call; inhibition, %; mitochondrial fusion phenotypic screen, mutant strain inhibition
Ins promoter up cell count: second read-out of Ins promoter up, no call of its own (marks repeat the call); cell count; measured here: cytotoxicity, nuclei count;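 total cells summed across four imaged fields per well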
Lipid droplet cells 6.5 µM: further read-out of Lipid droplet, marked with its call; cell count; measured here: cell count, cytotoxicity flag;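 cells counted across two imaged fields per well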
b-catenin transl cell count 5 µM: recorded beside b-catenin transl, whose call it bears; cell count; measured here: cell count, cytotoxicity flag
T cell HTS vesicle-bound %: further read-out of T cell HTS, marked with its call; double positive events, %; measured here: CD8+ vesicle-bound cell fraction;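 binding gate set so that unloaded-vesicle control wells show 10% double positive cells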
MT stabilizer Hoechst-high %: also measured in MT stabilizer; calls as there; % Hoechst-high responders; measured here: nuclear condensation Hoechst responders;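 share of cells brighter than vehicle mean plus two SD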
MT stabilizer cytotoxicity %: also measured in MT stabilizer; calls as there; toxicity, %; measured here: cytotoxicity by cell density;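 0% = mean cell density of plate MIN control wells and 100% = no cells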
Autophagy HCS cell loss 18 h: further read-out of Autophagy HCS, marked with its call; toxicity, %; measured here: cell loss, nuclei count;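 cell loss after 18 h compound exposure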
Myeloid diff MLP GFP+ MAC1+ %: further read-out of Myeloid diff MLP, marked with its call; GFP+ MAC1+ double positive, %; measured here: differentiation confirmed by MAC1 staining
Active calls of the source: *; i = inactive; u = inconclusive; x = no result given.

structure	b-catenin transl	b-catenin transl cell count 5 µM	MT stabilizer	MT stabilizer Hoechst-high %	MT stabilizer cytotoxicity %	WT yeast gro inh	WT yeast gro inh mutant strain	Autophagy HCS	Autophagy HCS cell loss 18 h	Myeloid diff MLP	Myeloid diff MLP GFP+ MAC1+ %	West Nile antiviral	Ins promoter up	Ins promoter up cell count	T cell HTS	T cell HTS vesicle-bound %	Lipid droplet	Lipid droplet cells 6.5 µM
OCCN1CCN(C(=S)NC2CCCC2)CC1	5.0	876	2.1	1.0	1.4	3	-4	i	21	i	0.2	0.3%	0.35	1507	i	63	3	693
CCC(C(=O)O/N=C(\N)c1cccc(C)c1)c1ccccc1 (stereo not drawn)	x	x	1.9	2.1	11	x	x	i	-1	i	0.3	-0.1%	x	x	i	41	2	821
CCOC(=O)C1Cn2c(nc3c(c2=O)C(C)(CC)Cc2ccccc2-3)S1 (stereo not drawn)	1.3	866	1.4	1.4	8.8	25	2	i	13	i	0.4	0.9%	0.92	1216	i	35	-8	758
COc1ccc(-c2nnc(SC(C)C(=O)NCc3ccc4c(c3)OCO4)n2Cc2ccco2)cc1 (stereo not drawn)	x	x	2.2	1.7	11	-5	-8	i	33	i	1.0	-0.4%	0.44	831	i	49	18	784
Cc1cc(OCCCC(=O)NC2=NCCS2)ccc1Cl	-3.3	1217	2.1	2.3	7.0	40	57	i	-1	i	1.0	0.8%	-0.72	841	i	12	6	774
C=CCC(CC=C)(C(=O)O)c1ccccc1	0.0	1059	2.6	1.9	9.4	-2	-1	i	0	i	0.6	0.4%	0.39	1286	i	54	0	740
COc1ccc(OCc2ccc(C(=O)NN)cc2)cc1	x	x	1.4	1.4	7.2	16	14	i	-20	i	7.3	-0.7%	0.58	1040	i	30	x	x
OC1(c2ccccc2)Cc2cccc[n+]2C1c1ccccc1 (stereo not drawn)	0.6	1331	x	x	x	x	x	x	x	i	0.4	0.5%	0.77	1020	i	24	16	708
CC(=O)Nc1ccc(S(=O)(=O)Nc2ccccc2C(=O)N2CCOCC2)cc1	x	x	x	x	x	x	x	x	x	i	0.6	0.0%	x	x	i	22	-1	818
O=c1c2sccc2nc(SCc2cc(=O)n3ccccc3n2)n1-c1ccc(Br)cc1	-5.5	502	5.5	1.7	6.1	26	-13	i	12	i	0.5	0.3%	-0.99	1303	i	59	-2	623
O=C(Nc1ccccc1)C1CC2CCCC(C1)C2=O (stereo not drawn)	0.8	1102	1.8	2.2	9.5	-8	-1	i	-14	i	7.3	-0.1%	0.72	1195	i	43	-1	798
O=C(CSS(=O)(=O)O)N1CCN(C(=O)c2ccoc2)CC1	x	x	x	x	x	x	x	x	x	i	4.4	0.0%	x	x	i	37	13	731
O=C(CSCc1ccccc1)Nc1ccccc1C(=O)Nc1ccc(C(=O)O)cc1	-0.8	1316	x	x	x	x	x	x	x	i	0.3	0.5%	0.15	1014	i	58	-2	693
CC(=O)c1ccc(NC(=O)c2sc3nc(C)c(C)c(C)c3c2N)cc1	x	x	x	x	x	x	x	x	x	i	0.5	0.3%	x	x	i	57	6	744
COc1ccc(CCNc2ncnc3nc[nH]c23)cc1OC	-0.7	1052	1.9	1.6	3.7	6	-4	i	10	i	2.9	0.2%	0.12	1846	i	41	-1	664
CCN(CC)C1CCN(c2nc3nonc3nc2NCCOC)C1 (stereo not drawn)	2.7	958	1.1	2.5	6.7	-1	5	i	-27	i	0.6	0.3%	1.7	1436	i	43	15	710
NC(=O)C1=C[C@H](c2coc3ccccc3c2=O)C[C@H](OCc2ccc(CO)cc2)O1	-2.1	1173	2.0	1.2	4.9	-8	-3	i	-12	i	1.2	x	0.84	1429	i	36	-2	719
CC(/C=N/N1CCN(c2ccccc2)CC1)=C\c1ccccc1	-4.3	1424	3.5	2.6	5.7	13	19	i	-19	i	4.9	0.1%	0.33	1143	i	18	x	x
CC1(c2ccccc2Cl)NC(=O)N(CC(=O)NC(=O)NCc2ccco2)C1=O (stereo not drawn)	-5.3	833	1.7	1.3	6.7	-14	-20	i	-13	i	0.5	-0.7%	0.4	1241	i	23	x	x
Cc1ccc(C(=O)Nc2ccc3c(c2)OCCO3)c(C)c1	x	x	x	x	x	x	x	x	x	i	0.8	-0.3%	x	x	i	46	-15	780
N#Cc1cc(-c2ccccc2)oc1NC(=O)c1ccccc1	-3.3	1164	44*	15*	80*	21	5	i	-4	i	0.3	-0.2%	0.34	1284	i	51	2	749
O=C(/C=C/c1cccc(Oc2ccccc2)c1)N1CCOCC1	1.8	1078	5.5	3.2	6.4	-8	14	i	3	i	0.2	-1.7%	0.52	1255	i	47	0	698
Cc1sc2ncnc(NCc3cccs3)c2c1C	x	x	2.9	1.8	1.3	15	-25	i	25	u	x	3.0%	x	x	i	28	x	x
COCCNC(=O)COc1ccccc1C	x	x	1.8	1.3	5.5	9	24	i	-3	i	0.5	0.2%	-0.02	873	i	36	6	737
O=C(c1ccc([N+](=O)[O-])cc1)N1CCN(C(=O)C2CCCCC2)CC1	x	x	x	x	x	x	x	x	x	i	4.7	-0.6%	x	x	i	18	8	835

Record cards, as listed above:
Cc1cc(OCCCC(=O)NC2=NCCS2)ccc1Cl across the screens: b-catenin transl = -3.3; b-catenin transl cell count 5 µM = 1217; MT stabilizer = 2.1; MT stabilizer Hoechst-high % = 2.3; MT stabilizer cytotoxicity % = 7.0; WT yeast gro inh = 40; WT yeast gro inh mutant strain = 57; Autophagy HCS = i; Autophagy HCS cell loss 18 h = -1; Myeloid diff MLP = i; Myeloid diff MLP GFP+ MAC1+ % = 1.0; West Nile antiviral = 0.8%; Ins promoter up = -0.72; Ins promoter up cell count = 841; T cell HTS = i; T cell HTS vesicle-bound % = 12; Lipid droplet = 6; Lipid droplet cells 6.5 µM = 774
NC(=O)C1=C[C@H](c2coc3ccccc3c2=O)C[C@H](OCc2ccc(CO)cc2)O1 across the screens: b-catenin transl = -2.1; b-catenin transl cell count 5 µM = 1173; MT stabilizer = 2.0; MT stabilizer Hoechst-high % = 1.2; MT stabilizer cytotoxicity % = 4.9; WT yeast gro inh = -8; WT yeast gro inh mutant strain = -3; Autophagy HCS = i; Autophagy HCS cell loss 18 h = -12; Myeloid diff MLP = i; Myeloid diff MLP GFP+ MAC1+ % = 1.2; West Nile antiviral = x; Ins promoter up = 0.84; Ins promoter up cell count = 1429; T cell HTS = i; T cell HTS vesicle-bound % = 36; Lipid droplet = -2; Lipid droplet cells 6.5 µM = 719

Other records:
structure	b-catenin transl	b-catenin transl cell count 5 µM	MT stabilizer	MT stabilizer Hoechst-high %	MT stabilizer cytotoxicity %	WT yeast gro inh	WT yeast gro inh mutant strain	Autophagy HCS	Autophagy HCS cell loss 18 h	Myeloid diff MLP	Myeloid diff MLP GFP+ MAC1+ %	West Nile antiviral	Ins promoter up	Ins promoter up cell count	T cell HTS	T cell HTS vesicle-bound %	Lipid droplet	Lipid droplet cells 6.5 µM
Cc1cc(N2CCCCC2)ccc1[N+](=O)[O-]	-0.7	905	1.5	1.7	5.5	-12	16	i	-13	i	1.7	-2.2%	0.45	1213	i	44	-4	599
COc1ccc(NC(=O)N2CCCC(C(=O)NCCc3ccccc3)C2)cc1 (stereo not drawn)	x	x	x	x	x	x	x	x	x	i	1.0	0.0%	x	x	i	36	22	767
Fc1ccc(Oc2nnnn2-c2ccccc2)cc1	-0.1	1488	3.0	1.6	7.3	14	13	i	21	i	0.1	-0.5%	0.25	1362	i	50	18	743
CCOc1ccccc1NC(=O)CSc1ncnc2c1oc1ccccc12	1.0	745	3.5	2.0	5.7	36	31	i	-7	i	3.7	0.7%	-1.4	857	i	6	x	x
CCOc1cc(NC(=S)NC)c(OCC)cc1NC(=O)c1ccc(OC)cc1	2.0	858	2.7	1.4	3.4	-8	-6	i	-11	i	0.1	-0.5%	-0.49	1686	i	63	0	669
O=C1Nc2ccccc2C1Cc1ccccc1 (stereo not drawn)	-0.1	1228	x	x	x	x	x	x	x	i	0.3	0.5%	0.26	990	i	30	7	709
Cn1c(N)c(C(=O)COC(=O)c2ccc(Br)o2)c(=O)n(C)c1=O	-1.1	1359	2.8	1.8	4.4	36	0	i	-1	i	0.6	0.3%	0.92	1497	i	28	x	x
CCOCCCNC(=O)C(NC(=O)c1ccc(NC(C)=O)cc1)c1ccccc1 (stereo not drawn)	-1.8	1089	4.2	2.7	6.8	3	-15	i	-2	i	0.3	-0.5%	-0.06	1546	i	54	10	589
COc1ccc(NC(=S)N2CCN(c3ncccn3)CC2)c(OC)c1	0.4	1368	x	x	x	x	x	x	x	i	0.5	0.2%	0.57	1042	i	1	7	763
CCN1CCc2c(OCC(=O)Nc3cccc(C)c3)cccc2C1=O	-2.6	1097	1.6	2.1	9.1	-3	-10	i	-12	i	0.5	-0.1%	-0.1	1623	i	44	6	686
